STAT3 act = IL-6 driven STAT3 reporter potentiators, primary screen, U3A cells, luciferase, luminescence, MLSCN library | IL-6 STAT3-luciferase reporter; 100% = signal with IL-6 EC80 alone | activation (% of control), % at 5.6 µM | actives 0.91% (n = 190,000);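 active = activation above the screen-wide mean of compound activation plus 3 SD, cut at about 130% in these data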;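 note: 0% = background luminescence of wells with medium and substrate only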
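Detection: reporter luminescence signal / Assay system: STAT1-lacking human U3A cells, STAT3 luciferase reporter / Incubation: compound pre-incubation 1 h before IL-6, then 6 h stimulation at 37 °C / Control set: IL-6-only high control / Read-out: % activation relative to IL-6 control / Probe or stimulus: Interleukin-6, 33 ng/mL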
STAT1 blocker = STAT1 signaling inhibitors, primary screen, cell-based, HTS, luciferase reporter | NIH 3T3 STAT1-luciferase reporter, IFN-gamma, luminescence | inhibition, % at 5.5 µM | actives 0.35% (n = 200,000) | AID 920, 2007;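 active = inhibition above a set limit, the mean inhibition across all tested compounds plus 3 SD, cut at about 34% in these data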;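 note: 0% = IFN-gamma with DMSO and 100% = IFN-gamma with 300 µM nifuroxazide; values of inactives mirror those of a sister screen read the other way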
STAT1 act = STAT1 signaling activators, primary screen, cell-based, HTS, luciferase reporter; NIH 3T3 STAT1-luciferase reporter, IFN-gamma, luminescence; 100% = IFN-gamma alone, no compound; activation (% of control), % at 5.5 µM; actives 2.6% (n = 200,000);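 active = activation above the screen-wide mean activation plus 3 SD, cut at about 130% in these data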;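 note: raw ratio to IFN-gamma control signal so 100% means no change and 0% no light; values of inactives mirror those of a sister screen read the other way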
FLuc act counter = FLuc activators, initial screening, artefact control for FLuc-dependent activation tests, biochemical, ATPlite luminescence. Luciferin 4-monooxygenase (Photinus pyralis), P08659. ATPlite luciferase biochemical, 10 min; 0 = ATP-free wells, 1 = DMSO control. activation factor at 10 µM. 200,000 tested, under 10 active. AID 1027, 2008;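 active = luciferase activation factor, scaled between plate controls, of at least 2 with compound at 10 µM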
Target sequence (P08659 whole entry, looked up): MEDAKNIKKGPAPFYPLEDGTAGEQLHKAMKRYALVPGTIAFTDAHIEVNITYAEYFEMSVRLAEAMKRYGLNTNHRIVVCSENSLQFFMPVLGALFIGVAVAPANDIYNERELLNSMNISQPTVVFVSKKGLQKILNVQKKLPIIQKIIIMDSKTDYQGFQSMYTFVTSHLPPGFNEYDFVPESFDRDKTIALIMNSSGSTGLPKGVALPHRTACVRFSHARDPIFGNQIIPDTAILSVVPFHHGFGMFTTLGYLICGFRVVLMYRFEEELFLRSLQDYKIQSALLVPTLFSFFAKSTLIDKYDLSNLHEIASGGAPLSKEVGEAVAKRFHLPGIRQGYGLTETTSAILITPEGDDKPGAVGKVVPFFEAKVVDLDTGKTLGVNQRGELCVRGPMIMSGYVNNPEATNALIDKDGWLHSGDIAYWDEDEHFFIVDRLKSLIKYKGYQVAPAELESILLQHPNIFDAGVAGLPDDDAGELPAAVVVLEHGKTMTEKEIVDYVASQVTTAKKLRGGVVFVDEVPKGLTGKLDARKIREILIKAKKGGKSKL
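Assay system – cell-free luciferase reagent · Medium – PBS-based ATP solution · Dosing – test compounds dosed from 2 mM stocks in 100% DMSO · Timing – 10 min, room temperature · Technique – light output (luminescence) · Measure – luminescence gain marking luciferase activators · Controls – No-ATP low control, compound-free enzyme-plus-ATP high control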
STAT3 blocker = IL-6 driven STAT3 reporter inhibitors, primary screen, U3A cells, luciferase, luminescence, MLSCN library. actives 0.89% (n = 190,000). inhibition, % at 5.5 µM. IL-6 STAT3-luciferase reporter; host cell line lacks STAT1;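 active = inhibition above the mean inhibition across all screened compounds plus 3 SD, cut at about 44% in these data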;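 note: 0% = DMSO only wells and 100% = 100 µM nifuroxazide control wells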
NF-kB expr up = activators of NF-kB expression in neurons, primary screen, cell-based, HTS; human neuronal cells, NF-kB reporter expression; active compounds read high; fold change at 12.5 µM; actives 1.6% (n = 190,000); AID 1239, 2008; in the data active = fold change above about 3.3
ROMK primary = ROMK potassium channel modulators, primary screen, cell-based, thallium flux, MLSMR library; Tet-inducible ROMK, thallium flux fluorescence; actives lie on both sides; B-score at 10 µM; actives 2% (n = 130,000);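 active = signal ratio slope over the read window, or its plate-corrected B-score, at least 3 SD from the plate mean, either direction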;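 note: B-score of the F/F0 ratio slope over 7 to 12 s after thallium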
Target sequence (P48048 whole entry, looked up): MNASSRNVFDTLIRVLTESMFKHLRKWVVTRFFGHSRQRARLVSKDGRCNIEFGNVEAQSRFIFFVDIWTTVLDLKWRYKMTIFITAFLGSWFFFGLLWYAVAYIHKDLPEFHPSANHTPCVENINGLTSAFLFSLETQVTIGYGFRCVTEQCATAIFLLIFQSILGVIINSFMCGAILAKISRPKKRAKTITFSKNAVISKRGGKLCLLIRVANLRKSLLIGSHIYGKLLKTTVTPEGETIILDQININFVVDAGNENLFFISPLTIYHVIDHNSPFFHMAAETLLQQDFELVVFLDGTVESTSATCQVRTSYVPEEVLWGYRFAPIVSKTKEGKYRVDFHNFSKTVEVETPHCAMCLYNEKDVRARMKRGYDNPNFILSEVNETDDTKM
APP 5'UTR act = activators of APP 5'UTR luciferase reporter, primary screen, SH-SY5Y cells; SH-SY5Y APP 5'UTR luciferase reporter, luminescence; zero percent = DMSO vehicle wells; actives 1% (n = 190,000); activation, % at 2 µM;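 active = activation above a set limit, based on mean plus 3 SD of controls, cut at about 140% in these data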; note: values of inactives mirror those of a sister screen read the other way
APP 5UTR inh = inhibitors of APP translation via 5'UTR reporter, primary screen, APP 5'UTR luciferase, SH-SY5Y cells; SH-SY5Y APP 5'UTR-luciferase reporter, luminescence; inhibition, % at 2 µM; actives 0.82% (n = 190,000); AID 1285, 2008;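 active = inhibition above a set limit, derived from the sample mean plus 3 SD, cut at about 45% in these data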; note: values of inactives mirror those of a sister screen read the other way
FLuc inh counter = firefly luciferase enzyme inhibitors, primary screen, artefact control for luciferase-based inhibitor screens, biochemical, luminescence, ATPLite. Luciferin 4-monooxygenase (Photinus pyralis), P08659. 10 min. inhibition, % at 10 µM. actives 1.5% (n = 200,000). AID 1006, 2008;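 active = inhibition above about 50% when tested at 10 µM, limit read from the data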
* hit, by the source's call.

For O=C(Nc1ccccc1[N+](=O)[O-])c1cccnc1Cl the results were STAT3 act 100, STAT1 blocker 3, STAT1 act 97, FLuc act counter 1, STAT3 blocker 3, NF-kB expr up 1.1, APP 5'UTR act 17, APP 5UTR inh -17 and FLuc inh counter -4.
For Cc1cc(NC(=O)CSc2nc3sc4c(c3c(=O)n2C)CCCC4)no1 the results were STAT3 act 105, STAT1 blocker 4, STAT1 act 97, FLuc act counter 1, STAT3 blocker 0, NF-kB expr up 1.2, APP 5'UTR act -5, APP 5UTR inh 5 and FLuc inh counter -3.
Screening Cc1ccc(NC(=O)CN(C)CC(=O)Nc2ccccc2-c2ccccc2)cc1 returned STAT3 act 109, STAT1 blocker 12, STAT1 act 88, FLuc act counter 1, STAT3 blocker -9, NF-kB expr up 1.1, ROMK primary -0.68, APP 5'UTR act -4, APP 5UTR inh 4 and FLuc inh counter -4.
`COc1ccc(-n2nc(C(=O)N3CCN(c4ccc(F)cc4)CC3)c3ccccc3c2=O)c(OC)c1` gave STAT3 act 105, STAT1 blocker 2, STAT1 act 99, FLuc act counter 1, STAT3 blocker 1, NF-kB expr up 0.81, APP 5'UTR act -7, APP 5UTR inh 7 and FLuc inh counter -3.
For Cc1ccc(N(CC(N)=O)C2SC(=O)N(Cc3cccc(C(=O)O)c3)C2=O)cc1 (configuration not stated) the results were STAT3 act 95, STAT1 blocker 5, STAT1 act 96, FLuc act counter 1, STAT3 blocker 10, NF-kB expr up 0.88, APP 5'UTR act -12, APP 5UTR inh 12 and FLuc inh counter 0.
`CCOc1c(Cl)cc(C(=O)Nc2ccccc2-c2ccccc2)cc1Cl` gave STAT3 act 96, STAT1 blocker 0, STAT1 act 100, FLuc act counter 1.1, STAT3 blocker 9, NF-kB expr up 1.4, APP 5'UTR act 2, APP 5UTR inh -2 and FLuc inh counter -8.
Cc1cccc(N2CCN(C(=O)n3ccnc3)CC2)c1C was read as STAT3 act 96, STAT1 blocker 12, STAT1 act 89, FLuc act counter 1.1, STAT3 blocker 15, NF-kB expr up 1.1, APP 5'UTR act 11, APP 5UTR inh -11 and FLuc inh counter -6.
For O=C(Nc1ccc(S(=O)(=O)NCc2ccco2)cc1)c1ccncc1 the results were STAT3 act 95, STAT1 blocker -3, STAT1 act 103, FLuc act counter 1, STAT3 blocker 12, NF-kB expr up 0.81, ROMK primary 0.11, APP 5'UTR act -21, APP 5UTR inh 21 and FLuc inh counter -3.
`Cc1cccn2c(=O)c3cc(C(=O)N4CCN(C(=O)c5ccco5)CC4)n(C)c3nc12` gave STAT3 act 97, STAT1 blocker 2, STAT1 act 98, FLuc act counter 1, STAT3 blocker 6, NF-kB expr up 0.85, ROMK primary 2.7, APP 5'UTR act -6, APP 5UTR inh 6 and FLuc inh counter -5.
For Cc1ccc(CC(=O)Nc2ccc(F)c([N+](=O)[O-])c2)cc1 the results were STAT3 act 101, STAT1 blocker 7, STAT1 act 94, FLuc act counter 1.1, STAT3 blocker -3, NF-kB expr up 1, ROMK primary -0.77, APP 5'UTR act 6, APP 5UTR inh -6 and FLuc inh counter -10.
`CCC(=O)Nc1ccc(/C(C)=N/NC(=O)c2c(Br)c(C)nn2C)cc1` gave STAT3 act 100, STAT1 blocker 10, STAT1 act 91, FLuc act counter 1.1, STAT3 blocker 0, NF-kB expr up 0.88, APP 5'UTR act -7, APP 5UTR inh 7 and FLuc inh counter -5.
For c1ccc2c(c1)OCCOCCOCCOCCOCCOc1ccccc1OCCOCCOCCO2 the results were STAT3 act 105, STAT1 blocker 3, STAT1 act 97, FLuc act counter 1.1, STAT3 blocker -6, NF-kB expr up 1, ROMK primary -4.8*, APP 5'UTR act -23, APP 5UTR inh 23 and FLuc inh counter -9.
Screening CCCNC(=O)NNC(=O)c1ccc(F)cc1 returned STAT3 act 101, STAT1 blocker -4, STAT1 act 103, FLuc act counter 1.1, STAT3 blocker 4, NF-kB expr up 1.5, ROMK primary -0.41, APP 5'UTR act -12, APP 5UTR inh 12 and FLuc inh counter -10.
Screening CC(C)OC(=O)c1nn2c(C(F)(F)F)cc(-c3ccco3)nc2c1Cl returned STAT3 act 96, STAT1 blocker 2, STAT1 act 96, FLuc act counter 1, STAT3 blocker 7, NF-kB expr up 1.2, ROMK primary -0.38, APP 5'UTR act 4, APP 5UTR inh -4 and FLuc inh counter -4.
Screening O=C1CC(NCc2ccc3c(c2)OCO3)C(=O)N1CCc1ccccc1 (configuration not stated) returned STAT3 act 120, STAT1 blocker 8, STAT1 act 91, FLuc act counter 1, STAT3 blocker -20, NF-kB expr up 1.4, ROMK primary 0.28, APP 5'UTR act 19, APP 5UTR inh -19 and FLuc inh counter -2.
For CC(NC(=O)/C=C/c1ccccc1)c1ccccc1 (configuration not stated) the results were STAT3 act 92, STAT1 blocker 9, STAT1 act 90, FLuc act counter 1, STAT3 blocker 13, NF-kB expr up 1.1, ROMK primary -0.24, APP 5'UTR act 2, APP 5UTR inh -2 and FLuc inh counter -2.
For CC(C(=O)N(C)C)N(C#N)c1nc(N(C)C)nc(N(C)C)n1 (configuration not stated) the results were STAT3 act 98, STAT1 blocker 0, STAT1 act 100, FLuc act counter 1.1, STAT3 blocker 10, NF-kB expr up 1, ROMK primary 0.57, APP 5'UTR act -2, APP 5UTR inh 2 and FLuc inh counter -6.
COC(=O)[C@@]1(Cc2ccc(OC)cc2)[C@H]2c3cc(C(=O)N(C)C)n(Cc4ccc(OC(F)(F)F)cc4)c3C[C@H]2CN1C(=O)c1ccccc1 was read as STAT3 act 112, STAT1 blocker 0, STAT1 act 100, FLuc act counter 1.1, STAT3 blocker -18, NF-kB expr up 0.95, ROMK primary -0.87, APP 5'UTR act -6, APP 5UTR inh 6 and FLuc inh counter -5.
Screening CCN(CC)CCn1c(NC(=O)c2ccc(Cl)cc2)nc2ccccc21 returned STAT3 act 136*, STAT1 blocker -16, STAT1 act 114, FLuc act counter 1, STAT3 blocker -42, NF-kB expr up 1.2, APP 5'UTR act 15, APP 5UTR inh -15 and FLuc inh counter 1.
COc1ccc(-c2cnn3c4c(c(C)nc23)CCN4C2CCCC2)cc1OC was read as STAT3 act 101, STAT1 blocker -2, STAT1 act 101, FLuc act counter 1, STAT3 blocker 5, NF-kB expr up 0.92 and FLuc inh counter -1.
Cc1cc(C)c(NC(=O)c2cnn(C)c2)c(C)c1 was read as STAT3 act 98, STAT1 blocker -1, STAT1 act 100, FLuc act counter 1, STAT3 blocker 3, NF-kB expr up 1.4, ROMK primary -0.23, APP 5'UTR act 4, APP 5UTR inh -4 and FLuc inh counter -5.
CC(=O)NS(=O)(=O)c1ccc(NC(=O)NC2CCCCC2)cc1 was read as STAT3 act 100, STAT1 blocker -7, STAT1 act 106, FLuc act counter 1, STAT3 blocker 12, NF-kB expr up 1.1, APP 5'UTR act -1, APP 5UTR inh 1 and FLuc inh counter 1.
CC(C)=C1SC(N2CCN(c3cccc(C)c3)CC2)=NC1=O was read as STAT3 act 76, STAT1 blocker 9, STAT1 act 91, FLuc act counter 1.1, STAT3 blocker 26, NF-kB expr up 1, ROMK primary -0.45, APP 5'UTR act -5, APP 5UTR inh 5 and FLuc inh counter -6.
CCc1ccc(-c2cc(C(=O)NN3CCN(C)CC3)c3ccccc3n2)cc1 was read as STAT3 act 112, STAT1 blocker -8, STAT1 act 107, FLuc act counter 0.4, STAT3 blocker -9, NF-kB expr up 0.91, ROMK primary 0.13, APP 5'UTR act 48, APP 5UTR inh -48 and FLuc inh counter 63*.
`Cc1ccc2[nH]c(=O)c(C(c3nnnn3C3CCCC3)N3CCCc4ccccc43)cc2c1` (configuration not stated) gave STAT3 act 113, STAT1 blocker -3, STAT1 act 103, FLuc act counter 1, STAT3 blocker -12, NF-kB expr up 1, ROMK primary 0.017, APP 5'UTR act 8, APP 5UTR inh -8 and FLuc inh counter -4.
`CCCCCC(=O)NC(=S)Nc1ccc(Cl)cn1` gave STAT3 act 92, STAT1 blocker -1, STAT1 act 101, FLuc act counter 1, STAT3 blocker 11, NF-kB expr up 1.6, ROMK primary -0.21, APP 5'UTR act -7, APP 5UTR inh 7 and FLuc inh counter 1.
COCCn1c(=NC(=O)CSC(C)=O)sc2cc(F)ccc21 was read as STAT3 act 100, STAT1 blocker 0, STAT1 act 97, FLuc act counter 1, STAT3 blocker 0, NF-kB expr up 1.7, ROMK primary -1.6, APP 5'UTR act 4, APP 5UTR inh -4 and FLuc inh counter 1.
For CC(=O)Nc1ccc(/C=N/N2C(C)CCCC2C)cc1 (configuration not stated) the results were STAT3 act 96, STAT1 blocker 6, STAT1 act 94, FLuc act counter 0.9, STAT3 blocker 6, NF-kB expr up 1.7, ROMK primary 0.13, APP 5'UTR act 9, APP 5UTR inh -9 and FLuc inh counter 5.
CC(CN1CCOCC1)OC(=O)c1ccc(Br)cc1 (configuration not stated) was read as STAT3 act 89, STAT1 blocker -8, STAT1 act 107, FLuc act counter 1.1, STAT3 blocker 20, NF-kB expr up 1.1, ROMK primary 0.79, APP 5'UTR act -19, APP 5UTR inh 19 and FLuc inh counter -7.
For N#CCCn1cc(/C=N/O)c(-c2ccccc2)n1 the results were STAT3 act 102, STAT1 blocker -13, STAT1 act 112, FLuc act counter 1, STAT3 blocker 4, NF-kB expr up 0.92, ROMK primary 0.27, APP 5'UTR act 16, APP 5UTR inh -16 and FLuc inh counter -1.
Cc1cc(C)cc(Oc2ncnc3c2ncn3Cc2c(Cl)cccc2Cl)c1 was read as STAT3 act 96, STAT1 blocker -4, STAT1 act 103, FLuc act counter 1.1, STAT3 blocker 6, NF-kB expr up 1.2, APP 5'UTR act -19, APP 5UTR inh 19 and FLuc inh counter -7.
CCOC(=O)c1ccccc1NC(=O)C1CC(=O)N(c2ccccc2)C1 (configuration not stated) was read as STAT3 act 99, STAT1 blocker -2, STAT1 act 100, FLuc act counter 1, STAT3 blocker 3, NF-kB expr up 0.98, ROMK primary -0.28, APP 5'UTR act -13, APP 5UTR inh 13 and FLuc inh counter -2.
For O=C(Nc1ncc2c(n1)CC(c1ccco1)CC2=O)c1ccc(Cl)cc1 (configuration not stated) the results were STAT3 act 96, STAT1 blocker 10, STAT1 act 91, FLuc act counter 0.9, STAT3 blocker 10, NF-kB expr up 1.1, APP 5'UTR act 41, APP 5UTR inh -41 and FLuc inh counter 5.

Random excerpt: two compounds from above
For N#CCCn1cc(/C=N/O)c(-c2ccccc2)n1 the results were STAT3 act 102, STAT1 blocker -13, STAT1 act 112, FLuc act counter 1, STAT3 blocker 4, NF-kB expr up 0.92, ROMK primary 0.27, APP 5'UTR act 16, APP 5UTR inh -16 and FLuc inh counter -1.
CCc1ccc(-c2cc(C(=O)NN3CCN(C)CC3)c3ccccc3n2)cc1 was read as STAT3 act 112, STAT1 blocker -8, STAT1 act 107, FLuc act counter 0.4, STAT3 blocker -9, NF-kB expr up 0.91, ROMK primary 0.13, APP 5'UTR act 48, APP 5UTR inh -48 and FLuc inh counter 63*.

Screening results as filed in PubChem.
